FBW7 activator = human FBW7 E3 ligase activation, primary screen. Q969H0. 650,000 tested, 0.13% active. normalized activity (activation), % at 26.1 µM. AlphaScreen FBW7–phospho-cyclin E peptide binding, activator screen; in the data active means normalized activity above about 1.9%;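 further: purified mutant Fbw7 with reduced substrate affinity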
TEAD-YAP inh = TEAD-YAP interaction inhibition; inhibition, % at 9.12 µM; AID 1259422; HEK-TIYL cells, TEAD-Gal4/YAP UAS-luciferase luminescence; 640,000 tested, 1.4% active; in the data active means inhibition above about 32%;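 further: 0% = median of test compound wells and 100% = reference inhibitor wells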
GPR151 ag = activates the human receptor GPR151. PathHunter beta-arrestin GPR151 cells, luminescence. activation, % at 11.2 µM. 650,000 tested, 1% active; in the data active means activation above about 4.9%;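 further: 0% = median of compound wells and 100% = cells with positive control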
Target sequence (Q8TDV0 whole entry, looked up): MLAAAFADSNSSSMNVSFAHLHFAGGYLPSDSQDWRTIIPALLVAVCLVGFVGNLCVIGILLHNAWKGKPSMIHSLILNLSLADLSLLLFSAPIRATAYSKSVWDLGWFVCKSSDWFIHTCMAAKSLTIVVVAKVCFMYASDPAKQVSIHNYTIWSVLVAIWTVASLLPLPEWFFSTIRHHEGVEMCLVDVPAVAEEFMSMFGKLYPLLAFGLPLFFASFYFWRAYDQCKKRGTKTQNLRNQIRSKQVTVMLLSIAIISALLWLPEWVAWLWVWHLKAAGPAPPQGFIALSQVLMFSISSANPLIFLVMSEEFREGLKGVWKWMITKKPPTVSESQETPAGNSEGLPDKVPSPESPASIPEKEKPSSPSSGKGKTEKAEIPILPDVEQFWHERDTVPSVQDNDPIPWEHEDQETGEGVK
MITF primary = blocks human microphthalmia-associated transcription factor. O75030. AlphaScreen MITF homodimerization, bead proximity signal. inhibition, % at 2.6 µM. 650,000 tested, 0.91% active. AID 1259374; in the data active means inhibition above about 50%;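 further: 0% = vehicle wells with protein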
Target sequence (O75030 whole entry, looked up): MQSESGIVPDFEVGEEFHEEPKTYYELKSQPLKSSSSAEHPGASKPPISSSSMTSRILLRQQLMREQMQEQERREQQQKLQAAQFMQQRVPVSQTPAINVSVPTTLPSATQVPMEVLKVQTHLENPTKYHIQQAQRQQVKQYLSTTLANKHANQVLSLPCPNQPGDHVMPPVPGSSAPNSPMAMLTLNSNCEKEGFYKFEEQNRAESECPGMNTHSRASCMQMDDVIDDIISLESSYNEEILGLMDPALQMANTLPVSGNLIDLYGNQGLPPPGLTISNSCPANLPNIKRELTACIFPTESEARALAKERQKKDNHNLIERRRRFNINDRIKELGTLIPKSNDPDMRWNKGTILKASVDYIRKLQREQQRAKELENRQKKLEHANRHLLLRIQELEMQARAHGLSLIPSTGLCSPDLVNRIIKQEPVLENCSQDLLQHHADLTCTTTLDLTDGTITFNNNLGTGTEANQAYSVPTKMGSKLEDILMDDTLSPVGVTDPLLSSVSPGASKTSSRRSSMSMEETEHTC
* hit, by the source's call; · = no result given; & = joins results of further samples. An unsorted share of the library; any-hit rate near 3.4%.

SMILES	FBW7 activator	TEAD-YAP inh	GPR151 ag	MITF primary
Cc1nc(NC(=O)COc2ccc([N+](=O)[O-])cc2)ccc1Br	0.2	3	-2.2	1
Cc1ccc(N(Cc2ccc(C(=O)Nc3cc(Cl)ccc3C)cc2)S(C)(=O)=O)cc1C	0.1	-9	-0.4	-11
O=C(CN1C(=O)/C(=C/c2ccc(Cl)cc2)SC1=S)NNC(=O)c1ccccc1O	0.6	4	1.2	18
CCCC(C)NC(=O)COc1ccccc1OC (stereo unspecified)	0.0	-4	-0.4	2
O=C(COC(=O)CCc1nc2ccccc2c(=O)[nH]1)NC(=O)NC1CCCC1	0.5	17	-2.2	6
CCOc1ccccc1CNCc1c(C(=O)O)c(C)n(Cc2cccc(OC)c2)c1C	-0.1	4	1.2	8
CCC(Oc1ccccc1)C(=O)NC(C)C (stereo unspecified)	-0.1	12	0.0	-3
O=C(Nc1nccs1)c1ccc(F)cc1	0.0	-45	-2.4	-6
CC(=O)Nc1ccc(N=Cc2ccc(OC(=O)c3cccnc3)cc2)cc1	-0.1	11	2.0	-9
Cc1ccc(CN2CCN3C(=O)[C@@H](CC(C)C)NC(=O)[C@H]3C2)cc1F	0.0	-2	-0.9	-14
CC1CCN(C(=O)C(c2ccccc2)c2ccccc2)CC1	0.5	5	0.7	1
CCOC(=O)Cn1c(=O)c2c(nc3n(-c4ccccc4)c(C)cn23)n(C)c1=O	0.0	3	-0.7	9
CN(CC(=O)NCc1ccccn1)S(=O)(=O)c1cc(Cl)ccc1Cl	-0.1	0	0.0	-3
CC1CCCCN1C(=O)c1ccccc1Cl (stereo unspecified)	0.0	5	0.2	5
CN1CCN(CC(=O)N2CCc3ccccc3C2)CC1	0.6	-1	0.1	8
CCOc1ccc(N(CC)C(=O)Cc2nc(-c3ccc(OC)cc3)no2)cc1	0.1	2	1.2	1
CN1CCC(NCc2ccccc2Cl)C(c2ccccc2)C1 (stereo unspecified)	-0.1	-1	-0.1	6
COc1ccc2ccccc2c1/C=N/NC(=O)Cn1nnc(-c2ccccc2)n1	0.0	-1	0.8	-4
O=C(NCc1cccc(CNC(=O)C(F)(F)F)c1)C(F)(F)F	0.1	0	0.0	-36
CNS(=O)(=O)c1cc(C)ccc1OC	-0.3	-2	1.1	3

An excerpt from above in order of SMILES length, ascending:
SMILES	FBW7 activator	TEAD-YAP inh	GPR151 ag	MITF primary
CNS(=O)(=O)c1cc(C)ccc1OC	-0.3	-2	1.1	3
CCCC(C)NC(=O)COc1ccccc1OC (stereo unspecified)	0.0	-4	-0.4	2
CN1CCN(CC(=O)N2CCc3ccccc3C2)CC1	0.6	-1	0.1	8
CN1CCC(NCc2ccccc2Cl)C(c2ccccc2)C1 (stereo unspecified)	-0.1	-1	-0.1	6
CC1CCN(C(=O)C(c2ccccc2)c2ccccc2)CC1	0.5	5	0.7	1
O=C(NCc1cccc(CNC(=O)C(F)(F)F)c1)C(F)(F)F	0.1	0	0.0	-36
CN(CC(=O)NCc1ccccn1)S(=O)(=O)c1cc(Cl)ccc1Cl	-0.1	0	0.0	-3
COc1ccc2ccccc2c1/C=N/NC(=O)Cn1nnc(-c2ccccc2)n1	0.0	-1	0.8	-4
CCOc1ccccc1CNCc1c(C(=O)O)c(C)n(Cc2cccc(OC)c2)c1C	-0.1	4	1.2	8
O=C(COC(=O)CCc1nc2ccccc2c(=O)[nH]1)NC(=O)NC1CCCC1	0.5	17	-2.2	6
Cc1ccc(CN2CCN3C(=O)[C@@H](CC(C)C)NC(=O)[C@H]3C2)cc1F	0.0	-2	-0.9	-14
O=C(CN1C(=O)/C(=C/c2ccc(Cl)cc2)SC1=S)NNC(=O)c1ccccc1O	0.6	4	1.2	18

The list goes on.
SMILES	FBW7 activator	TEAD-YAP inh	GPR151 ag	MITF primary
COc1ccc(N2C(=O)CC(N3CCN(C(c4ccccc4)c4ccc(Cl)cc4)CC3)C2=O)cc1 (stereo unspecified)	0.0	3	1.4	3
CCOc1ccc(S(=O)(=O)Nc2ccc(Cl)c(C(F)(F)F)c2)c2cccnc12	0.1	-2	0.0	-5
CSc1ccc(-c2ccc3c(c2)CC(CNC(=O)CCn2ccc(C)n2)O3)cc1 (stereo unspecified)	0.6	-32	0.7	-7
Cc1ccc2occ(CC(=O)Nc3nnc(C)s3)c2c1	0.0	3	-0.5	12
CC(C)C(=O)Nc1nc(-c2ccc(Br)s2)cs1	0.3	-34	1.3	18
Nc1ccc(S(=O)(=O)c2ccccc2N)cc1	-0.1	-3	1.2	3
C=C(C)CN1CCN(C(c2ccccc2)c2ccccc2)CC1	-0.3	-6	0.3	17
CCCCOc1cc(C(=O)NCCN(CC)CC)c2ccccc2n1	-0.1&-0.1	-6	-1.9&-2.4	-21&-22
CC1=CC(C)(C)NC(=O)N1c1cccc(F)c1	0.1	1	1.4	6
COC(=O)c1ccccc1NC(=O)Nc1ccc(C(=O)N2CCCC2)cc1	0.1	3	1.9	8
O=c1c2c(nc(SCc3ccccc3)n1-c1ccccc1)-c1ccccc1CC21CCCC1	0.1	5	-0.9	8
COc1ccc(CNC(=O)Nc2ccccc2NC(=O)c2cccc(Cl)c2)cc1OC	0.2	14	-1.3	13
CCS(=O)(=O)c1nn2c(N)c(/C=C3\C=Nc4ccccc43)c(=O)nc2s1	0.2	0	0.3	1
CCOC(=O)C1=C(C)NC(C)=C(C(=O)OCC)C1c1cccc(Cl)c1	-0.1	2	0.8	-6
CCOC(=O)c1sc(NCc2ccco2)c(-c2nc3ccccc3s2)c1N	-0.1	5	0.3	5
O=C(Cc1ccccc1)N/N=C/c1ccc(I)o1	0.0	5	-0.4	8
O=C(O)CCSc1ccccc1	-0.1	5	-0.1	3
CCC(C)(C(=O)NC1CCCC1)N(CC1CCCO1)C(=O)CC1NC(=O)NC1=O (stereo unspecified)	-0.1	-1	0.3	1
OC(COc1ccc(Cl)cc1)CSc1ncn[nH]1 (stereo unspecified)	-0.2	-7	-3.1	-10
Clc1ccc(-c2csc(N3CCN(C(c4ccccc4)c4ccccc4)CC3)n2)cc1	0.1	13	-0.4	21
O=C(c1nccs1)C1CCN(C(=O)Cn2cnc3ccccc3c2=O)CC1	0.2	13	0.7	9
Cc1ccc(OCC(=O)N(Cc2ccccc2)C2CCS(=O)(=O)C2)c([N+](=O)[O-])n1 (stereo unspecified)	0.1	-8	-1.6	13
CC(=O)N1CCN(c2ccc([N+](=O)[O-])c(NCc3ccc(Cl)cc3)c2)CC1	0.0	-12	2.8	10
CCCN1CCN(C(=O)Cn2cnc3scc(-c4ccccc4)c3c2=O)CC1	0.0	9	1.1	-8
Cc1cc(Nc2ncnc3c2nnn3C)ccc1Br	-0.1	-36	1.2	0
COC(=O)c1ccc(OCC(=O)c2ccccc2)cc1	0.3	-30	-1.0	13
CC(=O)NC(Nc1ccc(C)cc1)C(Cl)(Cl)Cl (stereo unspecified)	-0.3	-1	1.2	-9
Cc1nn(CC(=O)N2CCC3(CC2)NC(=O)c2ccccc2O3)c(=O)c2ccccc12	0.0	2	-0.4	-3
CSCCC(NC(=O)C1CCC(C)CC1)C(=O)NCCCN1CC(C)CC(C)C1 (stereo unspecified)	0.0	-1	-1.1	-13
Cc1ccccc1C(=O)Nc1nn2c(-c3ccccc3)nnc2s1	0.0	8	2.9	0
CC(=O)c1ccc(OCc2cc(C(=O)N(C)Cc3ccon3)no2)cc1	-0.1	3	-1.0	1
COc1ccc(N2C(=O)CN(C(=O)Cc3sc(C)nc3C)CC2(C)C)cc1	0.4	11	0.5	6
CC(=O)N1N=C(c2ccc(Br)cc2)OC12CCCCC2	0.0	11	-0.1	2
O=C(NNC(=O)C1CCCN(c2ncccn2)C1)c1ccncc1 (stereo unspecified)	0.1	-19	1.4	-2
O=C(O)C1C2CCCC1C2c1ccccc1 (stereo unspecified)	0.0	3	4.3	11
C[C@@H]1CN(C(=O)CC2(c3ccccc3Cl)CC(=O)N(C3CCCC3)C2=O)C[C@H](C)O1 (stereo partly specified)	0.9	-25	-0.2	22
CCCCOC(=O)Nc1ccccc1C(=O)O	0.3	-17	-2.7	-12
CC1Oc2ccccc2OC1=O (stereo unspecified)	1.0	16	-0.1	8
COc1cccc(/C=c2\sc3nc(-c4cc(OC)c(OC)c(OC)c4)nn3c2=O)c1	0.2	5	0.3	-16
c1ccc(Nc2nc(N3CCC(N4CCOCC4)CC3)nc3nc[nH]c23)cc1	0.1	-10	0.4	17
O=C(NCCc1nnc2n1CCN(Cc1c(F)cccc1F)CC2)C1CCC1	0.1	1	-0.2	-9
C/C(=N/NC(=O)c1nnn(-c2nonc2N)c1C)c1ccc(Cl)c(Cl)c1	-0.1	-13	0.6	-6
CCCCCCCCNc1nc(N2CCOCC2)nc(N2CCOCC2)n1	0.4	2	0.8	10
CCOC(=O)c1c(NS(=O)(=O)c2ccc(C)cc2)sc(C)c1C	-0.2	0	1.5	-2
CCC(C)(C)NC(=O)C1CCN(S(=O)(=O)c2ccc(-n3cnnn3)cc2)CC1	0.0	3	-0.5	4
Cc1ccc(CNC(=O)c2cccc3c2C(=O)N(Cc2cccnc2)C3)cc1	0.0	9	-0.7	-3
COC(=O)Cn1c(=NC(=O)CN2C(=O)c3ccccc3C2=O)sc2cc(OC)ccc21	0.0	-4	1.2	0
CC(=O)NC(=O)c1cc2ccccc2oc1=Nc1ccc(C(C)=O)cc1	0.1	28	0.4	-3
CCC(C)(C)NC(=O)CN(Cc1cccs1)C(=O)CCC(=O)Nc1nccs1	0.2	5	0.4	-6
CSc1ccc(NC(=O)C(C)N2CCN(C)CC2)cc1 (stereo unspecified)	0.1	-2	-1.1	35
COc1ccc(N2CC(NC(=O)CC(C)C)CC2=O)cc1 (stereo unspecified)	-0.3	-2	-0.8	4
CCc1nc(CN2CCC(C(=O)Nc3cccc(-c4ccn[nH]4)c3)CC2)c(C)[nH]1	-0.1	4	-1.2	-2
O=C(NCCc1ccc(Cl)cc1)C(=O)Nc1ccc(F)cc1	0.0	-15	-0.1	8
COc1ccccc1Nc1nc(-c2sc(N)nc2C)cs1	-0.1	-3	-1.1	11
Cc1ccnc(NC(=O)CCCCCNC(=O)C(F)(F)F)c1	0.6	3	-1.8	6
Cc1ccc2oc(=O)c3cnn(CC(=O)N(Cc4ccco4)C4CCCC4)c3c2c1	0.5	1	-0.2	11
CCOC(=O)c1c(NC(=O)c2ccccc2)sc2c1CC(C)(C)NC2(C)C	0.2	-6	1.0	6
O=CN1CCN(S(=O)(=O)c2ccc(S(=O)(=O)NC3CC3)cc2)CC1	0.0	-5	0.0	-7
CC(C)Cn1c(CN2CCCCC2C)nc2c1c(=O)n(C)c(=O)n2C (stereo unspecified)	0.0	0	-2.0	-3
CCC(Sc1nc2nc(C)c(Cc3ccc(F)cc3Cl)c(C)n2n1)C(=O)Nc1ccccc1OC (stereo unspecified)	-0.1	-11	5.4*	-9
Going on with the list:
SMILES	FBW7 activator	TEAD-YAP inh	GPR151 ag	MITF primary
Cc1ccc(Cc2c(C)nc3c(C(=O)O)cnn3c2C)cc1	-0.1	8	2.1	14
CCN(CC)c1c(S(=O)(=O)c2ccccc2)cnc2cc3c(cc12)OCCO3	-0.1	5	-1.0	-4
Nc1c(S(=O)(=O)c2ccccc2)cnc(=S)n1-c1cccc(Cl)c1	0.1	6	0.6	-4
CC1=C(C(=O)Nc2cccc(F)c2)C(c2ccc(C(C)(C)C)s2)C2=C(CCCC2=O)N1 (stereo unspecified)	-0.1	-9	1.3	3
CCCNc1nc(Nc2ccc(OC(F)(F)F)cc2)nc(N2CCN(C34CC5CC(CC(C5)C3)C4)CC2)n1	-0.1	4	0.7	2
O=C(NCC1CCCN1S(=O)(=O)c1cccs1)C(=O)Nc1ccc(F)cc1F (stereo unspecified)	-0.1	-14	-0.5	6
N/C(C/C(N)=N/OC(=O)Nc1ccc(Cl)cc1)=N\OC(=O)Nc1ccc(Cl)cc1	0.0	-34	1.0	-5
O=C(Nc1cccc(Cl)c1)c1c(C(F)(F)F)nc2ccccn12	0.0	-4	0.3	13
O=C(Nc1ccc2c(c1)C(=O)OC2)c1cc(-n2cnnc2)ccc1Cl	0.0	8	1.0	-5
COCCNC(=S)NNC(=O)c1nn(C)c(C)c1Br	-0.4	-26	0.8	0
CCCN1CCN(C(=S)Nc2ccc(S(N)(=O)=O)cc2)CC1	1.1	10	-2.0	13
COc1ccc(-c2csc(NC(=O)c3cccnc3)n2)cc1	0.0	2	0.3	0
Cc1cccc(Nc2nnc(SC3CCOC3=O)s2)c1C (stereo unspecified)	0.0	4	3.4	0
CCSC1=C(C#N)C(c2cccc([N+](=O)[O-])c2)CC(=O)N1 (stereo unspecified)	0.2	-10	0.3	18
Cc1ccc2oc(-c3ccc4c(c3)C(=O)N(C)C4=O)nc2c1	0.3	9	-0.1	8
Cc1ccccc1C(=O)Nc1cccc(NC(=O)c2cc(Br)ccc2Cl)c1	-0.3	-12	1.5	2
Cc1ccccc1CN1CCC2(CCC(CNC(=O)CCn3cncn3)O2)CC1 (stereo unspecified)	0.0	-10	4.1	-8
COc1ccc(NC(=O)c2ccc3c(c2)C(=O)N(c2cccc4ccccc24)C3=O)c([N+](=O)[O-])c1	-0.1	-1	0.9	3
COC/C=C/C1=CC2=CC(=O)C(C)(OC(=O)CCC(=O)OC)C(=O)C2=CO1 (stereo unspecified)	1.1&-0.1	·	0.6&-1.8	-9&8
CCN(CC)S(=O)(=O)c1cccc(C(=O)OCc2nnc(-c3ccccc3)o2)c1	0.0	-8	-1.2	-1
